DAX1 inh-1: inhibitors of DAX1 repression of SF-1 activated StAR promoter. HEK293T StAR-luciferase reporter, SF-1/DAX-1 repression relief. inhibition, % at 6.8 µM. 1.1% of 370,000 active. AID 652010;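 active means inhibition above the mean over all tested compounds plus 3 SD, cut at about 3.6% in these data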;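 further: 0% = DAX-1 cells with DMSO and 100% = cells lacking DAX-1 with DMSO; higher inhibition means more luminescence from relief of DAX-1 repression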
hcDAF-12 act: activates DAF-12 receptor from parasite H. contortus. HEK293 hcDAF-12 lit1-tk-luc reporter, luminescence; 0% DMSO, 100% Δ7-dafachronic acid. activation, % at 6.8 µM. 1.4% of 370,000 active;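 active means activation above the mean of all tested compounds plus 3 SD, cut at about 5.5% in these data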;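 further: 100% = response to 3 µM Δ7-dafachronic acid high control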
FXN GAA850 act: activators of GAA850 frataxin (FXN) promoter. HEK293 lucGAA850 FXN promoter luciferase reporter, 24 h; percent of 10 µM SAHA response. activation, % at 6 µM. 0.56% of 360,000 active. AID 540364;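 active means activation above the average of all compounds screened plus 3 SD, cutoff fixed separately per campaign, cut at about 7.5% in these data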;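 further: 0% = DMSO wells and 100% = 10 µM SAHA wells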
ssDAF12 agonist: S. stercoralis DAF-12 activation, primary screen; activation, % at 6.8 µM; 1% of 370,000 active; HEK293 ssDAF-12/GRIP1 lit1-tk-luc reporter, luminescence; % of 3 µM dafachronic acid response;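 active means activation above the mean over all tested compounds plus 3 SD, cut at about 0.9% in these data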;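 further: 0% = DMSO-only wells and 100% = 3 µM delta7-dafachronic acid wells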
DAX1 inh-2: inhibits human nuclear receptor DAX1 | HEK293 Gal4-DAX1 luciferase reporter, luminescence | inhibition, % at 6.75 µM | 0.99% of 340,000 active | AID 504766;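 active means inhibition above the mean over all tested compounds plus 3 SD, cut at about 4.2% in these data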;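 further: 0% = DAX1-transfected cells with DMSO and 100% = empty-vector control cells with DMSO; inhibition shows as a rise in luminescence from relieved DAX1 repression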
Target sequence (P51843 207-470 limits assumed): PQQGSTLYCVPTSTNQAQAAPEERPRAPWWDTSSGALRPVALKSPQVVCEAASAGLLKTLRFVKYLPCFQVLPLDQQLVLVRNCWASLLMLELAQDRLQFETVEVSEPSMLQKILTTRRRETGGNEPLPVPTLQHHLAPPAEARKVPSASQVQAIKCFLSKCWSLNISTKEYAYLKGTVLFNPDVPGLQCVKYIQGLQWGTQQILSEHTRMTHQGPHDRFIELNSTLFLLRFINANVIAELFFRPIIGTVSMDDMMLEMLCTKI
HGIII-sPLA2 inh: Inhibits HGIII-sPLA2 liposome hydrolysis, primary screen. QFRET BODIPY PC-A2 liposome hydrolysis, fluorescence. Q9NZ20. AID 743126. inhibition, % at 12.2 µM. 0.56% of 370,000 active;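 active means inhibition above mean plus 3 SD of compounds lying within the high and low control bounds, cut at about 19% in these data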;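 further: 0% = median of test compound wells and 100% = no enzyme DMSO wells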
ADAM17 inh: inhibits human ADAM17. P78536. recombinant ADAM17, EDANS/DABCYL FRET peptide cleavage. inhibition, % at 6.95 µM. 0.83% of 370,000 active. AID 720648;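 active means inhibition above the mean of compounds lying between control limits plus 3 SD, set per campaign, cut at about 8.5% in these data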;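 further: 0% = DMSO-only wells as the low control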
PLC-gamma1 inh: inhibitors of human phospholipase C gamma1; 0.84% of 370,000 active; inhibition, % at 12.2 µM; P19174; purified PLC-gamma1, fluorogenic substrate, fluorescence; AID 720700; in the data active means inhibition above about 9.5%
ADAM10 inh: inhibitors of human ADAM10; 0.62% of 370,000 active; O14672; inhibition, % at 7 µM; recombinant ADAM10, EDANS/DABCYL FRET peptide cleavage, 3 h;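 active means inhibition above a per-campaign cutoff equal to the mean of compounds falling between control-based bounds plus 3 SD, cut at about 20% in these data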;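 further: 0% = DMSO wells while the 100% control is not disclosed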
Target sequence (O14672 214-748 limits assumed): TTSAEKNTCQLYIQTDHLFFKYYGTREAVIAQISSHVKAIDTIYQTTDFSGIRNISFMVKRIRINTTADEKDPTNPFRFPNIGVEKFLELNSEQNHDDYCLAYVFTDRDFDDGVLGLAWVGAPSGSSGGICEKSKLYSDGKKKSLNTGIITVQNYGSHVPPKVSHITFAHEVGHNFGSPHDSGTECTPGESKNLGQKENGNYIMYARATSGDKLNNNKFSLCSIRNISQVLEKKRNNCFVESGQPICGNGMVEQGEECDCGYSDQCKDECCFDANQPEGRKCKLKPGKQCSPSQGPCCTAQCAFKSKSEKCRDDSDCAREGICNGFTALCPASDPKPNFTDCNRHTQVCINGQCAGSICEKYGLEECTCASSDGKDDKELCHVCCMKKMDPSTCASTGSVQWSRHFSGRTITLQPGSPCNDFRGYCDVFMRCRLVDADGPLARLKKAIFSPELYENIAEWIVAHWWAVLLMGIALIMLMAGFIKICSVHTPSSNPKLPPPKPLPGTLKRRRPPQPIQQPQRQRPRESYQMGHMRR
PLCb3 inh: blocks human PLC-beta3 enzyme activity; Purified PLC-beta3, fluorogenic substrate, fluorescence; AID 720704; inhibition, % at 12.2 µM; 0.18% of 370,000 active; in the data active means inhibition above about 11%;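 further: 0% = median of compound wells on plate and 100% = full blocker control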
hgDAF12 agonist: activates the H. glycines DAF-12 receptor ligand-binding domain. HEK293 GAL4-hgDAF12 UAS-luciferase reporter, agonist luminescence; normalized to butyrate control. activation, % at 6.8 µM. 1.8% of 370,000 active. AID 687014;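 active means activation above a cutoff set at the mean of all screened compounds plus 3 SD, cut at about 10% in these data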;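 further: 0% = DMSO wells and 100% = sodium butyrate wells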
The depositor's hits bear a star; . = no result given.

SMILES	DAX1 inh-1	hcDAF-12 act	FXN GAA850 act	ssDAF12 agonist	DAX1 inh-2	HGIII-sPLA2 inh	ADAM17 inh	PLC-gamma1 inh	ADAM10 inh	PLCb3 inh	hgDAF12 agonist
O=c1c2[nH]c3ccc(F)cc3c2ncn1CCN1CCN(Cc2ccccc2)CC1	-0.6	2.2	0.8	-1.2	0.3	3	-7	-1	-27	-3	-1.1
O=C(Nc1cc2c3c(c1)CC(=O)N3CCC2)c1ccc(Br)cc1	1.6	-1.8	2.5	-0.8	0.5	-11	0	5	4	-7	2.9
CS(=O)(=O)N1CCc2cc(C(=O)Nc3ccc(Cl)cc3)ccc21	0.1	-0.4	3.3	-1.4	-0.4	8	3	-1	-2	-5	2.7
c1csc(-c2nc(NCC3CCCO3)c3ccccc3n2)c1 (centres undefined)	-1.2	-2.9	1.1	-1.6	-0.1	-9	-2	-25	-5	-40	-2.3
COc1ccc(CN(C)C(=O)CNC(=O)c2ccc3ccccc3c2)c(OC)c1	-0.5	-3.1	-1.8	-1.3	0.2	-8	2	3	6	1	1.8
CC(=O)c1sc(Nc2nc3cc4c(cc3s2)OCO4)nc1C	2.0	-1.2	5.0	-1.7	0.6	-3	-4	-12	-4	-26	2.5
CCOC(=O)CN(C(=O)COC(=O)C1(c2ccccc2)CC1)c1ccc(F)cc1	0.5	-0.7	-2.5	-1.1	0.9	5	-5	2	1	-1	-0.3
CCN1CCN(CCNC(=O)CCCn2nc(C)c3c(C)n(-c4ccc(C)cc4)nc3c2=O)CC1	0.4	1.5	1.3	-1.4	-0.1	-4	0	4	-3	-5	-1.2
CCCCN(CC)C(=O)CN1C(=O)c2ccccc2C1=O	-0.3	-0.9	-1.5	-1.3	0.6	5	-6	-6	-2	0	0.1
OC(CN1CCC(Cc2ccccc2)CC1)c1ccccc1 (centres undefined)	0.3	-0.6	-0.5	-0.6	0.2	-1	2	1	4	-1	-0.9
CC(=O)NC(CC(=O)OCC(=O)Nc1cc(S(=O)(=O)N2CCCCC2)ccc1C)c1ccccc1 (centres undefined)	-0.3	0.5	1.6	-1.2	0.1	-11	-2	-1	-6	-3	-0.2
Cc1cccc(OC(=O)c2cccnc2)c1C	-0.1	-1.2	-0.2	-1.1	4.0	2	-2	-1	0	-2	2.2
Cc1ccnc(NS(=O)(=O)c2ccc(N3C(=O)c4ccccc4C3=O)cc2)n1	-0.6	-2.0	-1.1	-0.3	0.7	19	-6	-1	-2	0	-1.0
CCCCNC(=O)CC1N=C2c3ccccc3N=C(SCC(=O)Nc3ccccc3C)N2C1=O (centres undefined)	-0.6	-1.5	-0.2	-1.4	2.0	-9	-29	-9	-103	-9	-1.8
CN(Cc1nc2ccccc2n1C)S(=O)(=O)c1ccc(Cl)cc1	0.1	1.5	-0.2	-1.1	0.8	8	-2	3	5	-2	-0.5
COc1ccc(OC)c(-c2csc(NC(=O)C3COc4ccccc4O3)n2)c1 (centres undefined)	-0.1	-0.8	2.7	-1.4	-0.8	-9	7	4	8	-2	-1.6
O=[N+]([O-])c1cc(-c2nc(-c3ccncc3)no2)ccc1Cl	-0.4	0.3	0.7	-1.6	-0.4	-4	3	2	-2	3	-1.4
CCCSc1nc2c(cnn2-c2ccccc2)c(=O)[nH]1	0.0	-1.8	1.2	-1.3	0.8	-9	-2	1	-3	-1	-0.5
COc1cc(/C=N/Nc2cccc(C)c2)ccc1OC(=O)c1ccco1	0.9	3.7	1.5	-0.7	1.0	-2	2	-2	7	-2	-0.8
Cc1cc(C)nc(NS(=O)(=O)c2ccc(NC(=O)CCCN3C(=O)c4ccccc4C3=O)cc2)n1	1.7	-2.9	1.5	-1.5	-0.7	1	-1	1	-3	3	-2.6
Nn1c(SCc2nc3ccccc3[nH]2)nnc1C1CCCCC1	0.2	1.6	-2.6	-0.8	1.3	-6	-8	-14	-27	-19	0.8
Nc1cccc2cc(S(=O)(=O)O)ccc12	3.3	-0.4	0.7	-0.4	-0.6	-5	-34	-147	-114	-209	-2.3
N#Cc1ccc(CN2CCN(C(=O)C3CC(=O)N(c4ccc5c(c4)OCCO5)C3)CC2)cc1 (centres undefined)	-1.1	-1.9	1.4	-1.2	-0.9	7	2	3	-2	4	-1.9
CN1CCN(NC(=S)Nc2ccc(OC(F)F)cc2)CC1	0.6	0.8	-1.4	-1.4	1.3	-2	-7	-1	-5	-6	1.9
COc1ccc(CCN2CC(C(=O)Nc3ccc(S(C)(=O)=O)cc3)CC2=O)cc1OC (centres undefined)	-1.0	-1.5	3.0	-0.7	0.4	-2	-4	-1	-2	4	-0.1

Compound profiles, from the list above. Order of screens: DAX1 inh-1 | hcDAF-12 act | FXN GAA850 act | ssDAF12 agonist | DAX1 inh-2 | HGIII-sPLA2 inh | ADAM17 inh | PLC-gamma1 inh | ADAM10 inh | PLCb3 inh | hgDAF12 agonist
Cc1cccc(OC(=O)c2cccnc2)c1C reads -0.1 | -1.2 | -0.2 | -1.1 | 4.0 | 2 | -2 | -1 | 0 | -2 | 2.2
CN(Cc1nc2ccccc2n1C)S(=O)(=O)c1ccc(Cl)cc1 reads 0.1 | 1.5 | -0.2 | -1.1 | 0.8 | 8 | -2 | 3 | 5 | -2 | -0.5
Nn1c(SCc2nc3ccccc3[nH]2)nnc1C1CCCCC1 reads 0.2 | 1.6 | -2.6 | -0.8 | 1.3 | -6 | -8 | -14 | -27 | -19 | 0.8
CCCCN(CC)C(=O)CN1C(=O)c2ccccc2C1=O reads -0.3 | -0.9 | -1.5 | -1.3 | 0.6 | 5 | -6 | -6 | -2 | 0 | 0.1

The list continues:
SMILES	DAX1 inh-1	hcDAF-12 act	FXN GAA850 act	ssDAF12 agonist	DAX1 inh-2	HGIII-sPLA2 inh	ADAM17 inh	PLC-gamma1 inh	ADAM10 inh	PLCb3 inh	hgDAF12 agonist
CCCCOC(=O)Cn1c(=N)n(CCN2CCOCC2)c2ccccc21	-0.8	-0.8	1.2	-1.5	1.0	0	-1	2	2	0	0.5
CCCCOCCCNC(=O)C[C@H]1C[C@@]2(C(=O)OC)C(=C[C@H](C(C)C)O[C@@H]2C2CC2)N(Cc2ccc(Cl)cc2Cl)C1=O	-1.1	-2.2	.	-0.4	.	-6	3	-1	8	0	-2.4
CC1CCCCN1C(=S)Nc1ccc(OC(F)F)cc1 (centres undefined)	-0.1	-1.6	3.3	-1.2	0.3	5	1	-1	-2	-1	2.1
CCOC(=O)c1cnc(-n2nc(C)cc2C)nc1Nc1ccc(C)cc1	-0.7	-0.8	3.8	-0.8	1.2	5	1	6	11	7	0.7
O=C(Nc1ccc2c(c1)OCO2)C1CC(c2c(F)cccc2Cl)=NO1 (centres undefined)	1.7	1.7	-1.7	-0.9	0.5	-6	-2	-1	-4	2	7.8
CC(C)(C)NC(=O)CN(C(=O)c1ccc(Cl)nc1)c1cccc2ccccc12	-0.6	0.0	-0.7	-0.4	-0.6	1	-6	1	1	-1	-3.0
CC(C)(C)NC(=S)NC1CC1	0.0	-0.3	-0.2	-1.3	0.1	7	-4	-2	-2	-6	1.7
CCCCN(C=O)c1c(CC)nc2c(OCC(=O)c3ccc(F)cc3)cccn12	-0.4	0.1	-0.1	-1.1	.	-54	-2	-5	-8	-9	0.6
Cc1cc(C)cc(N(C(C)C(=O)N2CCCCC2)S(C)(=O)=O)c1 (centres undefined)	0.1	-2.1	-1.5	-1.0	1.1	-11	-2	3	12	5	-0.3
C=CCOc1ccc(/C=C/C(=O)OCC(=O)NC(C)c2ccc(F)cc2)cc1 (centres undefined)	1.3	-0.6	0.5	-1.1	0.9	-3	0	-1	-1	-4	2.8
Cc1nc(N2CCN(Cc3ccccc3)CC2)nc2c1C(=O)CC(C)C2 (centres undefined)	-1.2	-2.5	0.2	-1.8	-2.1	10	-2	-8	-15	-9	-2.5
O=C(CC(c1ccccc1)c1ccccc1)Nc1nn[nH]n1	0.6	-1.7	-0.8	-1.3	0.4	5	-2	1	-4	-6	-2.5
Cc1ccc(S(=O)(=O)N2C[C@@H]3[C@H]4CC[C@H](C4)[C@@H]3[C@@H](C)[C@@H]2c2ccn(Cc3ccccc3)c2)cc1	-0.5	-0.9	0.8	-1.5	-0.2	1	1	0	3	0	2.7
Cc1cccc(Sc2c([N+](=O)[O-])ncn2C)c1	-1.7	-1.5	-3.4	-1.4	-0.6	9	1	1	0	3	2.6
Nc1cc2c(cc1Cl)N(Cc1ccccc1)C(=O)CO2	-2.4	-1.6	1.2	-0.3	-0.8	11	-9	-2	-12	-6	0.2
Clc1ccc2nc(-c3ccncc3)cc(-c3ccccc3)c2c1	-0.7	1.3	0.5	0.1	1.3	7	-3	-1	-7	0	0.1
CN(C)CCCn1c(=O)n(Cc2ccco2)c(=O)c2c3c(sc21)CCCCC3	-0.1	-0.6	4.6	-2.1	1.7	-5	-3	0	-3	-6	0.8
Cc1ccc(N(CCO)C(=S)Nc2ccccc2)cc1	0.3	0.9	0.7	-0.4	1.4	7	-3	-4	5	-2	0.8
CC(C)C(=O)N[C@@H]1c2ccccc2CC[C@@H]1OCc1ccccc1	0.1	-1.9	-1.0	-1.1	0.7	9	-4	-1	-22	-2	-1.0
CCc1ccc(OCC(=O)OCC(=O)NCCNC(=O)COC(=O)COc2ccc(CC)cc2)cc1	-1.4	0.5	0.9	-1.5	0.4	-1	2	-2	-13	-12	-1.7
COc1cccc(N2C(=O)CN(Cc3cc(OC)c(OC)c(OC)c3)C2=S)c1	-0.4	-0.6	-1.6	-1.2	0.5	-65	-4	1	4	1	-0.3
CCN(CC)CCNC(=O)c1ccccc1N	-0.2	0.5	-1.4	-0.8	1.0	7	-111	-74	-355	-91	2.0
CC(C)CN(C(=O)COC(=O)c1ccc2ccccc2c1)c1c(N)n(Cc2ccccc2)c(=O)[nH]c1=O	-0.4	0.4	1.5	-0.3	0.6	-3	0	2	1	1	-0.3
S=C(NCCc1ccc(Cl)cc1)NC1CCCCC1	5.0*	4.4	4.7	0.6	3.7	9	0	3	-3	-8	4.9
O=C(COC(=O)c1cccnc1Nc1cccc(C(F)(F)F)c1)NCCN1C(=O)CSC1=O	-0.9	2.9	-0.2	-1.2	-0.4	-37	0	-18	-2	-23	-1.2
CC(C)[C@H]1C(=O)Nc2ccccc2N1C(=O)N[C@@H](Cc1ccccc1)C(=O)N[C@H](C(=O)O)c1ccccc1	-0.4	-0.2	0.2	0.0	2.9	-2	1	6	-7	7	3.2
COc1ccc(NS(=O)(=O)c2cccs2)cc1S(=O)(=O)N1CCCCC1	-1.1	-0.8	-0.2	-1.3	-0.5	3	-5	1	-4	-2	0.1

From PubChem
